High-throughput results: PubChem BioAssay, several laboratories
GPR55 activation: GPR55 agonists via beta-arrestin recruitment, primary screen, imaging, U2OS cells, beta-arrestin-GFP redistribution (AID 1961); 290,000 compounds, 0.048% hits; U2OS GPR55 beta-arrestin-GFP redistribution imaging; higher % means a stronger effect; one-dose activation, % at 10 µM; EC50 in µM for titrated hits;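 active = activation above 40% with more than 50 cells counted in the well; inconclusive = wells holding fewer than 50 cells, flagged as toxic or sparse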;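 also: U2OS osteosarcoma cells stably expressing GPR55 and beta-arrestin-GFP; plate controls were DMSO negative control for no effect and LPI positive control for full effect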
T cell HTS: modulates CD8 T cell binding to vesicles; 2C CD8+ T cell-vesicle binding, flow cytometry; hits give low values; calls only at 7 µM; 330,000 compounds, 0.068% hits;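 active = response, share of CD8 T cells binding vesicles, and their 90th percentile fluorescence all below set limits, cut at about 80% in these data, passing the limit was not always enough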
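Read-out – percent CD8+ FL2 mean versus row control · System – murine 2C transgenic CD8+ T lymphocytes · Times – 1.5 h cell–vesicle binding at 37 °C, then 20 min icy labelling · Control set – naked vesicles low, QL9 vesicles with vehicle high · Detection – cytometric PE anti-B7-1 and Alexa647 anti-CD8 signals after 1% paraformaldehyde fixation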
Hep lipid drop: modulators of hepatic lipid droplet formation; 240,000 compounds, 0.4% hits; AID 1656; AML12 mouse hepatocytes, oleate lipid droplets, BODIPY imaging; inhibition, % at 6.5 µM;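 active = lipid droplet intensity inhibited by at least 50%, with more than 500 cells counted; inconclusive = wells with under 300 cells, treated as cytotoxic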
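Assay system: AML12 hepatocytes (mouse); Probe or stimulus: oleic acid at 100 µM to induce lipid droplet formation; Dosing: compound at 6.5 µM only; Schedule: compound with oleate, overnight; Detection: fluorescence imaging, 20x objective, two fields per well; Measure: % inhibition of lipid droplet signal.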
GPR35 antagonists: inhibition of zaprinast-stimulated GPR35 beta-arrestin translocation – imaging, U2OS, beta-arrestin-GFP, zaprinast agonist, primary screen (AID 2058); U2OS GPR35 beta-arrestin-GFP translocation imaging, zaprinast antagonism; higher % means a stronger effect; inhibition, % at 10 µM; hits with a dose series show IC50 in µM; 290,000 compounds, 0.052% hits;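 active = inhibition of at least 50% with at least 30 cells and total cytoplasm GFP at most 10,000,000; inconclusive = under 30 cells or total GFP of 10,000,000 plus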
Rac1 GTP hydrolysis: MgcRacGAP GTPase-activating activity inhibitors, confirmation, biochemical, ADP Hunter fluorescence | MgcRacGAP-stimulated Rac1 GTP hydrolysis, ADP Hunter fluorescence; higher % means a stronger effect; GST-tagged Rac1 F28L mutant substrate | one-dose inhibition, % at 30 µM; IC50 in µM for titrated hits | 340,000 compounds, 0.6% hits | AID 624330;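 active = first-screen hits whose inhibition reached a set limit at any dose in the follow-up dose series; inconclusive = inhibition above the set first-screen limit but never retested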;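 also: fluorescence reports GDP produced by GAP-driven GTP hydrolysis; strong numbers were not always called active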
GPR55 LPI antagonism: inhibition of LPI-stimulated GPR55 beta-arrestin translocation – imaging, U2OS, beta-arrestin-GFP, LPI agonist, primary screen (AID 2013) | U2OS GPR55 beta-arrestin-GFP translocation imaging, LPI antagonism; higher % means a stronger effect | inhibition, % at 10 µM; hits with a dose series show IC50 in µM | 290,000 compounds, 0.13% hits;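 active = spots per cell inhibited over 60%, with over 100 cells counted and total cytoplasm intensity under 500,000; inconclusive = wells with under 100 cells, flagged as likely toxic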;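 also: U2OS cells stably carrying GPR55 and arrestin-GFP stimulated by 5 µM LPI near EC80; imaged beta-arrestin-GFP aggregate spots per cell after agonist stimulation; plate controls were LPI-stimulated DMSO wells for no effect and DMSO wells without LPI for full effect; some results filed as inactive read as strong as hits; confirmed hits need IC50 under 10 µM and bright autofluorescent wells are also inconclusive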
NTR1 agonist: agonists of NTR1, primary screen, imaging, U2OS cells, beta-arrestin-GFP, high content (AID 493036) | P30989 | NTR1-U2OS beta-arrestin-GFP spot imaging, agonist mode | activation, % at 20 µM | 330,000 compounds, 0.17% hits;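 active = activation at or above 40% of the spot to cytoplasm intensity ratio, with at least 20 cells analyzed; inconclusive = wells under 20 cells, flagged as cytotoxic or low count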;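 also: 0% = DMSO without peptide and 100% = 100 nM NTR1 peptide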
Target sequence (P30989 whole entry, looked up): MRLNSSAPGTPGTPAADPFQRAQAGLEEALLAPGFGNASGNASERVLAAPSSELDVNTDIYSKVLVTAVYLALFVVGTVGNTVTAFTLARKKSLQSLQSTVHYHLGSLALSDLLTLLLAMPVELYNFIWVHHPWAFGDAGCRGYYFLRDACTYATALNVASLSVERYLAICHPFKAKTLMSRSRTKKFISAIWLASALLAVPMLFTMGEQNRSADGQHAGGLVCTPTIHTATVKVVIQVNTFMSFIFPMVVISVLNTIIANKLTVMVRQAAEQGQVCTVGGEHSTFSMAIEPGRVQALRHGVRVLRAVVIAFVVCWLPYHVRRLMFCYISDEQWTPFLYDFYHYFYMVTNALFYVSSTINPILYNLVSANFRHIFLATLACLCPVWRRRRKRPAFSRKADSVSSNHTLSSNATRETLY
SV40 large T antigen: TAg ATPase/helicase activity blockers – biochemical (AID 1903); SV40 large T antigen ATPase/helicase inhibition assay; higher % means a stronger effect; 310,000 compounds, 0.39% hits; inhibition, % at 20 µM, or IC50 in µM where a hit was titrated; in the data active = a potency from the dose series; inconclusive = inhibition mostly from about 32% at the one dose, without a potency; inactive = the rest, 99 in 100 with inhibition below about 32%; also: strong numbers were not always called active
LYP phosphatase: PTPN22 lymphoid phosphatase activity blockers – biochemical, fluorescence intensity, uHTS (AID 1779) | recombinant LYP phosphatase, fluorescence intensity; higher % means a stronger effect | inhibition, % at 11.5 µM; hits with a dose series show IC50 in µM | 290,000 compounds, 0.054% hits; in the data active = inhibition above about 50%;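 also: plate controls were vehicle with enzyme for no effect and no enzyme for full effect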
Hep lipid drop cells 6.5 µM: also measured in Hep lipid drop; calls as there; cell count; measured here: cell count, cytotoxicity flag;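 cells counted across two imaged fields per well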
T cell HTS vesicle-bound %: further read-out of T cell HTS, marked with its call; double positive events, %; measured here: CD8+ vesicle-bound cell fraction;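 binding gate set so that unloaded-vesicle control wells show 10% double positive cells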
NTR1 agonist cell count 20 µM: further read-out of NTR1 agonist, marked with its call; cell count; measured here: cell count, cytotoxicity flag
Starred values were filed as active, the others as inactive; i = inactive; u = inconclusive; x = not tested or not shown. Random draw from the library; any-hit rate near 1.8%.

cpd	molecule	GPR55 activation	T cell HTS	T cell HTS vesicle-bound %	Hep lipid drop	Hep lipid drop cells 6.5 µM	GPR35 antagonists	Rac1 GTP hydrolysis	GPR55 LPI antagonism	NTR1 agonist	NTR1 agonist cell count 20 µM	SV40 large T antigen	LYP phosphatase
1	COc1ccc(NC(=O)c2cccc(C#N)c2)cc1NS(=O)(=O)c1ccc(F)cc1	-0.2%	i	33	-6	626	-1%	9%	7%	1.3	44	6%	-4%
2	CC(C)n1nnnc1SCC(=O)NCc1cccs1	0.2%	i	60	-7	628	-2%	3%	-3%	-0.9	64	9%	1%
3	O=C1CC(SCc2nc3ccccc3[nH]2)C(=O)N1c1ccc(F)cc1 (stereo not given)	0.0%	i	38	9	705	8%	6%	10%	-2.0	55	18%	-4%
4	O=C1NCCN1CCN1C(=O)c2ccccc2NC1c1ccccc1 (stereo not given)	-0.2%	i	41	18	656	-11%	8%	6%	0.6	69	19%	-9%
5	Cc1cc(C)n2nc(N)c(N=Nc3ccccc3)c2n1	0.1%	i	51	-17	492	6%	13%	18%	2.2	63	u	-5%
6	Cc1ccc(C(C(=O)NCc2ccccc2)N(Cc2ccco2)C(=O)c2snc(C(N)=O)c2N)o1 (stereo not given)	-0.4%	i	44	-3	735	0%	6%	3%	0.2	46	11%	-10%
7	COc1ccccc1-n1ccnc(SCC(=O)NC2CCCC2)c1=O	x	i	44	x	x	x	4%	x	-0.1	39	19%	x
8	N/C(=N\c1nc2ccccc2o1)NC(=O)c1ccc([N+](=O)[O-])cc1	0.6%	i	40	12	763	-3%	x	17%	0.2	43	1%	-10%
9	CCOc1ccc(CNC(=O)C(C)n2ccc3cc(S(=O)(=O)N4CCCC4)ccc32)cc1 (stereo not given)	-0.1%	i	46	-2	675	7%	2%	8%	1.9	51	7%	-8%
10	COc1cc(C(=O)Nc2scc(-c3ccc(C)cc3)c2C(=O)O)cc(OC)c1OC	0.0%	i	47	-2	815	4%	11%	-1%	-0.7	60	11%	-3%
11	Cc1ccc(N2C=Nc3ccc(C)c4nc(C)cc2c34)cc1	0.1%	i	49	4	533	-20%	21%	-11%	1.5	49	-4%	1%
12	O=C1C2CCCN2C(c2ccccc2F)N1c1cccc(Cl)c1 (stereo not given)	-0.1%	i	64	x	x	-3%	0%	-3%	0.3	80	-3%	-7%
13	NC(=O)c1ccc[n+](CC(=O)c2ccc(F)cc2)c1	0.2%	i	26	3	784	-7%	-13%	8%	-0.9	46	15%	-7%
14	COC(=O)[C@@]1(Cc2ccc(OC)cc2)[C@H]2c3cc(C(=O)N4CCCC4)n(CCn4cc([N+](=O)[O-])nc4C)c3C[C@H]2CN1C(=O)c1ccccc1	-0.1%	x	x	-3	721	-2%	8%	-9%	4.1	82	7%	-2%
15	COc1ccc(S(=O)(=O)N2CCCC2CNC(=O)C(=O)NCc2ccccn2)cc1 (stereo not given)	x	i	57	x	x	x	-4%	x	-0.2	66	8%	x
16	CCCCOC(=O)c1nc(Cl)c(Cl)c(N)c1Cl	-0.2%	i	6	-22	646	-6%	-9%	3%	-0.7	76	4%	-3%
17	CC1CCN(S(=O)(=O)c2ccc(C(=O)Nc3nnc(C4=COCCO4)o3)cc2)CC1	-0.1%	i	67	24	703	1%	7%	10%	0.2	74	11%	5%
18	Cn1c(N)c(C(=O)COC(=O)c2cccc(S(=O)(=O)N3CCCCC3)c2)c(=O)n(C)c1=O	0.3%	i	43	5	649	11%	3%	22%	1.4	58	5%	-8%
19	Cn1cccc1C1C(C#N)=C(N)OC2=C1C(=O)CCC2 (stereo not given)	-0.1%	i	35	-10	657	-11%	x	-10%	0.7	56	25%	-9%
20	Cc1ccc(C)c(NC(=O)Cn2c([N+](=O)[O-])cnc2C)c1	0.2%	i	49	x	x	6%	1%	2%	1.9	91	2%	-4%
21	Brc1ccc(-c2nn3c(-c4ccco4)nnc3s2)o1	-0.1%	i	22	x	x	9%	4%	-6%	-1.0	100	51%	-6%
22	CCOc1ccc(C2C(C(=O)OC)=CN(C(C)c3ccccc3)C=C2C(=O)OC)cc1 (stereo not given)	-0.2%	i	44	-50	812	0%	-1%	-3%	0.5	89	3%	-6%
23	Cc1cc(NC(=O)CSc2nc(N)c(NC(=O)c3ccco3)c(=O)[nH]2)no1	-0.1%	i	16	-6	673	-2%	10%	0%	0.0	56	4%	-6%
24	O=C(/C=C/Nc1ccc(F)cc1F)c1cccs1	-0.3%	i	42	2	718	-6%	6%	-11%	2.2	45	9%	-5%
25	CCN(C(=O)CSc1nc(-c2ccccc2)cn1N)c1c(N)n(Cc2ccccc2)c(=O)[nH]c1=O	x	i	16	x	x	x	2%	x	1.2	43	8%	x
26	COc1ccc(OC)c(C2C(C(=O)Nc3cccnc3)=C(C)NC3=C2C(=O)CCC3)c1 (stereo not given)	-0.1%	i	34	-7	670	22%	7%	-2%	1.3	68	7%	-2%
27	C=CCn1c(CCC(=O)O)ccc1-c1ccc(OC)cc1	-0.2%	i	12	1	741	-11%	13%	13%	0.0	46	3%	4%
28	Cc1oc(/N=C/c2cccc([N+](=O)[O-])c2)c(C#N)c1C	0.5%	i	39	-4	805	16%	17%	2%	-0.1	68	4%	-9%
29	c1ccc(Cn2c3ccccc3c3nnc(SCCN4CCCCC4)nc32)cc1	-0.1%	i	24	-24	663	9%	x	20%	0.6	41	14%	-6%
30	Cc1nc(-c2ccc(NC(=O)c3ccccc3Br)cc2)cs1	0.2%	i	59	-6	584	x	-3%	8%	3.8	70	4%	-5%

The last five records of the section above are carried over, then new ones follow:
cpd	molecule	GPR55 activation	T cell HTS	T cell HTS vesicle-bound %	Hep lipid drop	Hep lipid drop cells 6.5 µM	GPR35 antagonists	Rac1 GTP hydrolysis	GPR55 LPI antagonism	NTR1 agonist	NTR1 agonist cell count 20 µM	SV40 large T antigen	LYP phosphatase
26	COc1ccc(OC)c(C2C(C(=O)Nc3cccnc3)=C(C)NC3=C2C(=O)CCC3)c1 (stereo not given)	-0.1%	i	34	-7	670	22%	7%	-2%	1.3	68	7%	-2%
27	C=CCn1c(CCC(=O)O)ccc1-c1ccc(OC)cc1	-0.2%	i	12	1	741	-11%	13%	13%	0.0	46	3%	4%
28	Cc1oc(/N=C/c2cccc([N+](=O)[O-])c2)c(C#N)c1C	0.5%	i	39	-4	805	16%	17%	2%	-0.1	68	4%	-9%
29	c1ccc(Cn2c3ccccc3c3nnc(SCCN4CCCCC4)nc32)cc1	-0.1%	i	24	-24	663	9%	x	20%	0.6	41	14%	-6%
30	Cc1nc(-c2ccc(NC(=O)c3ccccc3Br)cc2)cs1	0.2%	i	59	-6	584	x	-3%	8%	3.8	70	4%	-5%
31	O=c1c2cc(Br)ccc2[nH]c(=S)n1Cc1ccccc1	0.0%	i	25	5	830	0%	5%	-6%	20	89	8%	-2%
32	N#CCCn1cc(C=O)c(-c2cccs2)n1	-0.1%	i	34	-1	645	-10%	-3%	-12%	-0.6	70	4%	-3%
33	O=C(Nc1cccc(F)c1)C1CCCN(S(=O)(=O)c2ccccc2)C1 (stereo not given)	-0.1%	i	30	42	779	-8%	6%	4%	2.0	52	4%	-5%
34	COc1ccccc1C(O)(C(=O)NNc1ccccc1C)c1ccccc1OC	-0.2%	i	39	-41	626	11%	-6%	3%	-2.0	58	12%	4%
35	CC(C)C(NC(=O)c1ccco1)C(=O)NCC(c1ccco1)N(C)C (stereo not given)	-0.2%	i	26	14	792	12%	-2%	3%	-0.1	78	11%	-10%
36	O=C(COc1cccnc1[N+](=O)[O-])Nc1ccc2c(c1)CCC2	0.0%	i	19	-14	677	3%	4%	7%	3.0	55	5%	-6%
37	O=C(Nc1ccc(Cn2nnc3ccccc32)cc1)c1ccco1	-0.2%	i	26	x	x	-12%	5%	-6%	0.3	86	14%	-4%
38	CN(C)Cc1ccccc1C1(O)c2ccccc2CSc2ccccc21 (stereo not given)	0.0%	i	56	-41	670	6%	2%	25%	1.5	49	4%	-3%

In the list so far, two contain a Cl atom:
cpd	molecule	GPR55 activation	T cell HTS	T cell HTS vesicle-bound %	Hep lipid drop	Hep lipid drop cells 6.5 µM	GPR35 antagonists	Rac1 GTP hydrolysis	GPR55 LPI antagonism	NTR1 agonist	NTR1 agonist cell count 20 µM	SV40 large T antigen	LYP phosphatase
12	O=C1C2CCCN2C(c2ccccc2F)N1c1cccc(Cl)c1 (stereo not given)	-0.1%	i	64	x	x	-3%	0%	-3%	0.3	80	-3%	-7%
16	CCCCOC(=O)c1nc(Cl)c(Cl)c(N)c1Cl	-0.2%	i	6	-22	646	-6%	-9%	3%	-0.7	76	4%	-3%
